Source: PubChem BioAssay (several laboratories)
KCNQ2 block: KCNQ2 channel blockers in CHO-K1 cells – cell-based, FluxOR thallium flux, B-score, primary screen (AID 2156) | 20 min; active compounds read low | B-score at 10 µM | hit rate 1.1% among 310,000;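 active = fluorescence ratio B-score at most minus 3 library SDs, with starting brightness B-score within 2 library SDs, cut at about -5.5 in these data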
Kir21 block: blocks the mouse Kir2.1 inward-rectifier potassium channel; P35561; HEK293-Kir2.1, FluxOR thallium flux fluorescence; active compounds read low; B-score at 10 µM; hit rate 0.85% among 310,000; AID 1672;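 active = fluorescence ratio B-score at or below minus 3 SD of library scores, with starting-brightness B-score within 2 SD, cut at about -4.2 in these data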;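 also: channel flux triggered by added potassium and thallium sulfate stimulus; B-score of peak minus minimum fluorescence over baseline after thallium stimulus; more negative B-score means stronger Kir2.1 block with less thallium influx; some compounds called inactive have numbers as strong as hits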
Target sequence (P35561 whole entry, looked up): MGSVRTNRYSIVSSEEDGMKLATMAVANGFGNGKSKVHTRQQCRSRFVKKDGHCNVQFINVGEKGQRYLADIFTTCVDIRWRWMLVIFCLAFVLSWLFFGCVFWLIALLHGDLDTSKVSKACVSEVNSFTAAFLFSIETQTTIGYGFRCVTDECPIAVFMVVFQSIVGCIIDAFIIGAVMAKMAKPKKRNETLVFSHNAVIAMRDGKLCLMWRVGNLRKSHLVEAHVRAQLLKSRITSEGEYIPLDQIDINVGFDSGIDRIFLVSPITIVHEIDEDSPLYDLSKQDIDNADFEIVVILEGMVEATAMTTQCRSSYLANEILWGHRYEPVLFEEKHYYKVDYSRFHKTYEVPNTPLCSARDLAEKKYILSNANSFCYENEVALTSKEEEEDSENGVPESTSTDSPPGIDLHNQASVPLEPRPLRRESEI
STK33 inh: human STK33 kinase inhibition; Q9BYT3; purified STK33, MBP phosphorylation, ADP-Glo luminescence; inhibition, % at 10 µM; hit rate 0.073% among 320,000; AID 2661;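 active = inhibition at or above 25%, using the most active replicate where run in duplicate; inactive = inhibition below 25%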
Target sequence (Q9BYT3 whole entry, looked up): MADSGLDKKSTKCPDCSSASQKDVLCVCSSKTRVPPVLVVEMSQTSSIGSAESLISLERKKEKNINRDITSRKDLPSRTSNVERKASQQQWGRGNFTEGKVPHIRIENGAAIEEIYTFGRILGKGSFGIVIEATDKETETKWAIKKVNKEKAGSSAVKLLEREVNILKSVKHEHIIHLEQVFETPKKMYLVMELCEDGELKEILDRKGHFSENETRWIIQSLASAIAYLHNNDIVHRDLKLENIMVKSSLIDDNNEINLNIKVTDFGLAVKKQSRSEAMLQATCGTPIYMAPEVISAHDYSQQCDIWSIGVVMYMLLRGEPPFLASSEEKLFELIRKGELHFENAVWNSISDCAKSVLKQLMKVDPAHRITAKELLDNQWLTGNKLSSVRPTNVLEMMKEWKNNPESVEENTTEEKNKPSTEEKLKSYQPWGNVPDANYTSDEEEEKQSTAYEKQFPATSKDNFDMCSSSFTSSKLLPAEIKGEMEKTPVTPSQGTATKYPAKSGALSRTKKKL
The depositor's hits bear a star; i = inactive; . = no result given.

KCNQ2 block	Kir21 block	SMILES	STK33 inh
i	-0.06	Cn1nc(-c2ccccc2)c(-c2nc(-c3ccc(Cl)cc3)no2)c1Cl	-2.5
i	0.77	CC(C)OP(=O)(OC(C)C)C(Nc1ccccc1)c1cccc([N+](=O)[O-])c1 (stereo not given)	-1.2
i	0.04	CN(CC(=O)NCC1CCCO1)S(=O)(=O)c1cc(Cl)ccc1Cl (stereo not given)	-1.3
i	0.08	O=C(/C(Br)=C/Nc1cc(Cl)ccc1Cl)C(F)(F)F	-3.8
i	0.52	CC1CCCCC1NC(=O)C1CCN(S(=O)(=O)c2cccc3nonc23)CC1 (stereo not given)	-1.0
i	0.13	O=C(NCC1CCCO1)c1cc([N+](=O)[O-])ccc1Cl (stereo not given)	-0.5
i	-1.4	CCc1cc(C(=O)N2CCCC(CNS(=O)(=O)c3cccs3)C2)n(C)n1 (stereo not given)	-1.3
i	-3.4	Cc1ccc(S(=O)(=O)NCCOc2cc(C)ccc2C)cc1	0.9
i	-1.8	Cc1ccc2oc(=O)n(CCCOc3ccccc3)c2c1	-3.5
i	-0.52	Cc1ccc(NC(=S)NCc2ccc3c(c2)OCO3)cc1C	-1.3
i	0.06	CCOC(=O)c1nn(-c2ccc(C)cc2)c(=O)cc1OCC(=O)Nc1cccc(OC)c1	.
i	-1.4	Cc1ccc(N(CC(=O)N2CCN(c3ccc(F)cc3)CC2)S(=O)(=O)c2c(C)nn(C)c2C)cc1	-0.8
i	-2.1	O=C(Nc1ccccc1)c1cc(S(=O)(=O)Nc2cccnc2)ccc1Cl	0.1
i	1.1	CC(C)c1ccc(/C=C/C(=O)N2CCCCCC2)cc1	1.2
i	-0.86	CCOC(=O)Cn1cc(C(=O)OC)c2ccccc21	-0.1
i	-0.91	COc1ccc(CN(CC2CCCO2)S(=O)(=O)c2ccc(-n3cnnn3)c(OC)c2)cc1 (stereo not given)	-1.9
i	-0.19	Cc1ccccc1CSc1nnc(C)n1N	-0.9
i	0.1	CC(C)NC[C@@H](O)COc1cccc2ccccc12	-0.5
i	0.3	N#CCCN1CCN(S(=O)(=O)c2ccc(S(=O)(=O)N3CCOCC3)cc2)CC1	-2.8
i	-4.8*	CCN1CCN(Cc2ccc(NC(=O)Nc3ccc(SC)cc3)cc2)CC1	-1.5
i	0.07	COC(=O)[C@@H]1CCCN1Cc1nc(Cc2ccccc2F)no1	-1.3
i	-0.56	CC(C)(C)c1ccc(C(=O)Nn2cnnc2)cc1	-1.3
i	-0.03	CC(=O)c1ccc(N2CCN(S(=O)(=O)c3csc(C(N)=O)c3)CC2)cc1	0.2
i	-0.82	CCN(CC)C(=O)C(=O)c1cn(CC(=O)NCc2ccc3c(c2)OCO3)c2ccccc12	0.2
i	-1.4	COc1ccc(NC(=O)Cn2ccc3c(OC)cccc3c2=O)cc1	0.2
i	-0.02	Cc1ccc(CC2CC(=O)N(CCc3ccc4c(c3)OCO4)C2=O)cc1 (stereo not given)	-0.7
i	-0.59	CC1CCCN(C(=O)CCNS(=O)(=O)c2ccc(Br)cc2)C1 (stereo not given)	-0.6
i	-0.14	O=[N+]([O-])c1ccc(S(=O)(=O)Nc2ccc(-c3ccc(N4CCCC4)nn3)cc2)cc1	.
i	2.2	C=CCOc1c(Br)cc(C2C3=C(CCCC3=O)N(C)C3=C2C(=O)CCC3)cc1OCC	-0.8
i	-0.31	CCSc1ncc(C#N)c(N)n1	-1.7

Arranged by value in STK33 inh (descending): 7 of the compounds above.
KCNQ2 block	Kir21 block	SMILES	STK33 inh
i	-3.4	Cc1ccc(S(=O)(=O)NCCOc2cc(C)ccc2C)cc1	0.9
i	-0.86	CCOC(=O)Cn1cc(C(=O)OC)c2ccccc21	-0.1
i	0.13	O=C(NCC1CCCO1)c1cc([N+](=O)[O-])ccc1Cl (stereo not given)	-0.5
i	-0.02	Cc1ccc(CC2CC(=O)N(CCc3ccc4c(c3)OCO4)C2=O)cc1 (stereo not given)	-0.7
i	-1.4	Cc1ccc(N(CC(=O)N2CCN(c3ccc(F)cc3)CC2)S(=O)(=O)c2c(C)nn(C)c2C)cc1	-0.8
i	0.04	CN(CC(=O)NCC1CCCO1)S(=O)(=O)c1cc(Cl)ccc1Cl (stereo not given)	-1.3
i	-0.91	COc1ccc(CN(CC2CCCO2)S(=O)(=O)c2ccc(-n3cnnn3)c(OC)c2)cc1 (stereo not given)	-1.9

Entries shown so far with an aryl methoxy group (3):
KCNQ2 block	Kir21 block	SMILES	STK33 inh
i	0.06	CCOC(=O)c1nn(-c2ccc(C)cc2)c(=O)cc1OCC(=O)Nc1cccc(OC)c1	.
i	-0.91	COc1ccc(CN(CC2CCCO2)S(=O)(=O)c2ccc(-n3cnnn3)c(OC)c2)cc1 (stereo not given)	-1.9
i	-1.4	COc1ccc(NC(=O)Cn2ccc3c(OC)cccc3c2=O)cc1	0.2

Further records:
KCNQ2 block	Kir21 block	SMILES	STK33 inh
i	-0.78	C=CCCCCCCCCC(=O)Nc1ncccn1	-1.7
i	-0.68	CCc1nnc(NC(=O)CSc2ccc(-c3ccc(C)cc3)nn2)s1	-0.5
i	-0.05	CS(=O)(=O)N1CCCC(C(=O)N2CCOCC2)C1 (stereo not given)	-1.8
i	-0.52	Cc1ccc(C(=O)NCc2cccnc2)cc1S(=O)(=O)Nc1ccccc1	-0.3
i	0.17	Cc1cc(C(=O)Nc2ccc3c(c2)OCCO3)ccc1[N+](=O)[O-]	1.2
i	0.42	CCOC(=O)N1CCN(C(=O)COC(=O)c2ccc(O)cc2O)CC1	0.0
i	-0.47	CC(N=c1ccccn1C(=O)Nc1ccc(Cl)cc1)c1ccco1 (stereo not given)	-1.4
i	0.64	CC1CCCC/C1=N/Nc1ccc([N+](=O)[O-])cc1[N+](=O)[O-] (stereo not given)	-0.4
i	-1.8	CC(C)NC(=O)c1ccccc1S(=O)c1ccccc1C#N (stereo not given)	-0.7
i	-0.23	O=C(Cc1cccs1)N/N=C/c1ccccc1	-1.2
i	0.42	COc1ccc(N2CCN(CCCn3c(=S)[nH]c4ccccc4c3=O)CC2)cc1	0.1
i	-0.02	CCOc1ccc(C(=O)NCC(c2ccco2)N2CCOCC2)cc1 (stereo not given)	-1.3
i	0.72	O=C(NCC(c1ccco1)N1CCOCC1)c1ccc([N+](=O)[O-])cc1 (stereo not given)	-3.7
i	0.32	NC(=O)c1nsc(C(=O)N(c2ccccc2)C(C(=O)NCC2CCCO2)c2cccs2)c1N (stereo not given)	-0.1
i	2	CC1CCN(S(=O)(=O)c2ccc(NC(=O)CSc3ncccc3C(=O)O)cc2)CC1	-0.3
i	0.44	CCC(C(=O)OC)n1cnc2c(oc3ccccc32)c1=O (stereo not given)	0.4
i	0	COc1ccc(/C=C/C(=O)NCC(=O)n2nc(C)cc2C)cc1	-1.8
i	-0.89	CCCSc1ccc(C(=O)Nc2ccc(Cl)cc2)cn1	-0.8
i	0.75	CN(C)c1ccc(/C=N/NC2=NS(=O)(=O)c3ccccc32)cc1	-2.7
i	-1.4	O=C(NCC(c1ccco1)N1CCCCC1)c1ccc2c(c1)S(=O)(=O)c1ccccc1C2=O (stereo not given)	0.6
i	-0.3	CC1CN(C(=O)c2ccc(S(=O)(=O)Nc3ccccc3F)cc2)CC(C)O1 (stereo not given)	-0.9
i	0.67	Cc1ccc(C(=O)NCCN2C3=NC[C@H](C)N3C[C@H]2Cc2ccc(O)cc2)cc1Br	1.4
i	0.6	CCOc1ccc(OCCOc2ccc(/C=C/C(=O)O)cc2OCC)cc1	-0.2
i	-0.36	CCOC(=O)c1ccccc1NC(=O)CSc1nnc(Cc2cccn2C)n1-c1ccc(C)cc1	1.8
i	1.6	Cc1ccc(NC(=O)C2CC2c2ccccc2)c([N+](=O)[O-])c1 (stereo not given)	0.8
i	0.61	Cc1ccccc1CN(c1ccc(C(=O)NCc2cccnc2)cc1)S(C)(=O)=O	-2.1
i	-0.02	COc1ccc(OCC(O)CN(CC(O)COc2ccc(OC)cc2)c2cccc(O)c2)cc1 (stereo not given)	1.0
i	0.34	O=C(NCCNC(=O)c1cnccn1)c1ccc(Cl)cc1	4.3
i	-1.7	O=C(OCCN=C1NS(=O)(=O)c2ccccc21)c1ccco1	0.0
i	-0.45	COc1ccc(CCNc2nc(N3CCOCC3)nc(N3CCOCC3)n2)cc1OC	0.5
i	-5.7*	COc1ccc(CNCC(O)COc2ccc(C(C)(C)c3ccccc3)cc2)cc1 (stereo not given)	0.4
i	1.7	CCOc1ccc(S(=O)(=O)N2CCN(C(=O)c3ccccc3Cc3ccccc3)CC2)cc1	-2.3
i	-0.12	CC(=O)C1=C(C)N(CC2CC2)C(=O)N[C@H]1c1ccccc1	-1.1
i	0.59	O=c1c2ccccc2nc2n1CCCCC2	-1.0
i	0.81	O=C(NC1CCCCC1)N(Cc1cc2cc3c(cc2[nH]c1=O)OCCO3)C1CCCCC1	0.2
i	0.15	COc1ccc(N2C(=O)CC(SCc3ccc(Cl)cc3)C2=O)cc1 (stereo not given)	-0.1
i	-0.62	Cc1ccc2ccc[n+](Cc3ccccc3)c2c1	-0.9
i	0.35	COc1ccc(C(=O)COC(=O)CNC(=O)c2cc(OC)cc(OC)c2)cc1	-2.3
i	0.47	CN(C)S(=O)(=O)c1ccc(NC(=O)CCNC(=O)c2ccc([N+](=O)[O-])cc2)cc1	-0.9
i	0.27	CCS(=O)(=O)N1CCC(C(=O)NCCCOC)CC1	0.3
i	0.87	Cc1ccc(N2CC(C(=O)NCCS(=O)(=O)N3CCN(c4ccccc4)CC3)CC2=O)cc1C (stereo not given)	-1.0
i	0.07	CCCCN(CCCC)CC(O)CN(c1cc([N+](=O)[O-])ccc1OC)S(=O)(=O)c1ccccc1 (stereo not given)	0.2
i	-0.36	CCCCOc1ccc(CSc2ncn[nH]2)cc1	-1.2
i	-2.2	COc1ccc(NC(=S)NC(=O)CC(C)C)c(OC)c1	0.1
i	-2.1	NC(=O)c1cc2nc(-c3ccco3)cc(C(F)(F)F)n2n1	0.6
i	-1.5	CCCc1[nH]n(-c2nc3ccccc3s2)c(=O)c1C=NCC(C)C	0.6
i	0.08	CC(OC(=O)c1ccc2c(c1)S(=O)(=O)c1ccccc1C2=O)C(N)=O (stereo not given)	-0.3
i	-12	O=c1ccc2cc3c4c(c2o1)CCCN4CCC3	5.1
i	-1.4	Cn1nc(C(F)(F)F)c(/C=N/OCc2c(Cl)cccc2Cl)c1Cl	-0.8
i	0.26	CCCc1[nH]nc2c1C(c1ccc(Br)s1)C(C#N)=C(N)O2 (stereo not given)	1.0
i	0.53	O=C(CSc1nnnn1-c1ccccc1)NCc1ccco1	-1.6
i	0.21	Cc1ccc2cccc(NC(=S)NC(=O)c3ccccc3)c2n1	-1.1
i	-1.5	c1ccc(-c2cccs2)nc1	-0.6
i	2.1	O=S(=O)(NCC1CCN(S(=O)(=O)c2ccccc2)CC1)c1ccccc1	-0.6
i	0.23	CO/N=C/C(=N\Nc1ccc(C)cc1)C(=O)c1ccc(OC)cc1	-0.8
i	1.7	O=C(NC(=S)NCCN1CCOCC1)c1ccccc1Br	0.1
i	0.06	COc1cc(/C=N/N2CCN(c3ccc(Cl)cc3)CC2)cc(OC)c1OC(C)=O	.
i	0.84	O=C(CCC(=O)NNC(=O)c1ccc([N+](=O)[O-])cc1)NCc1ccccc1	-0.1
i	0.08	S=C(NCCc1ccncc1)Nc1ccccc1	3.4
i	-1.1	CCOc1ccc(S(=O)(=O)NC(C)C(=O)NC2CCCC2)cc1 (stereo not given)	-2.9

Additional results.
KCNQ2 block	Kir21 block	SMILES	STK33 inh
i	0.78	COCCn1nnnc1C(c1ccc(O)c(OC)c1)N1CCc2ccccc2C1 (stereo not given)	0.3
i	0.66	OCCC1CN(Cc2cccn2-c2ncccn2)CCN1CCc1ccccc1 (stereo not given)	-2.3
i	-0.06	CCOC(=O)C1=C(COC(=O)c2cc(OC)c(OC)c(OC)c2)NC(=O)NC1C (stereo not given)	-1.6
i	0.81	Cc1ccc(-c2c[n+](=O)c3c(n2[O-])CCC3)cc1	-2.1
i	-0.65	Cc1cc(=O)[nH]c2c1c(-c1ccccc1)nn2C	-0.5
i	-0.68	COC(=O)COc1ccc(C2Nc3c(Cl)ccc(C(=O)O)c3C3C=CCC32)cc1 (stereo not given)	-3.2
i	0.51	Cc1cc(=O)oc(C)c1C(=O)NCCC(C)C	-1.6
i	-0.03	O=C(Nc1ccccc1C(F)(F)F)c1ccsc1	-2.1
i	-0.67	CCC(C)(C)n1nnnc1C(c1ccncc1)N1CCC(Cc2ccccc2)CC1 (stereo not given)	-3.5
i	-0.33	CN(CC(=O)Nc1c(Cl)cccc1Cl)C(=O)c1cc2ccccc2cc1O	.
i	0.26	Cc1cc(C)c(C)c(S(=O)(=O)Nc2ccc(C(=O)N3CCCC3)cc2)c1C	0.1
i	0.73	O=C(CCc1ccccc1)NC1CCCc2ccccc21 (stereo not given)	-0.1
i	3.1	COc1ccccc1OCC(=O)NCCNC(=O)COc1ccccc1OC	-1.3
i	-4.3*	Cc1ccc(S(=O)(=O)NCc2c(-c3ccccc3)noc2C)cc1	8.3
i	0.1	COc1ccc(/C=C/C(=O)Nc2nc(C)c(C(=O)N(C)C)s2)cc1	0.8
i	0.59	CCCOc1ccc(/C=C/C(=O)O)cc1OC	-1.4
i	-0.97	CCN(CC)CCNc1nc(-c2ccccc2)nnc1C(F)(F)F	-1.1
i	0.89	COCCCN1Cc2cccc(C(=O)O)c2C1=O	-1.5

Ordered by heavy-atom count (low to high): 3 of the compounds above
KCNQ2 block	Kir21 block	SMILES	STK33 inh
i	0.51	Cc1cc(=O)oc(C)c1C(=O)NCCC(C)C	-1.6
i	3.1	COc1ccccc1OCC(=O)NCCNC(=O)COc1ccccc1OC	-1.3
i	0.78	COCCn1nnnc1C(c1ccc(O)c(OC)c1)N1CCc2ccccc2C1 (stereo not given)	0.3

Rows are unselected. Share with any hit: about 1.9%.
